Screens as filed in PubChem BioAssay.
Avidin fluor: compound fluoresces at 488/530 nm on avidin beads; actives 0.38% (n = 220,000); compound fluorescence 488/530 nm, flow cytometry; active compounds read high; fluorescence (KMESF) at 10 µM; in the data active means fluorescence above about 47; further: inactives centre near 10
Mcl1 Bid PPI: disrupts binding of human Mcl-1 to Bid peptide; actives 0.97% (n = 220,000); inhibition, % at 21.7 µM; TR-FRET Mcl-1/Bid-Dy647 peptide binding, 1536-well; AID 1021; Q07820;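 active means compounds that cut the binding signal by more than half at the single screening dose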;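 further: His-tagged Mcl-1 with europium anti-His antibody binding Bid BH3 peptide; 0% = Mcl-1 plus peptide wells and 100% = peptide-only wells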
Target sequence (Q07820 whole entry, looked up): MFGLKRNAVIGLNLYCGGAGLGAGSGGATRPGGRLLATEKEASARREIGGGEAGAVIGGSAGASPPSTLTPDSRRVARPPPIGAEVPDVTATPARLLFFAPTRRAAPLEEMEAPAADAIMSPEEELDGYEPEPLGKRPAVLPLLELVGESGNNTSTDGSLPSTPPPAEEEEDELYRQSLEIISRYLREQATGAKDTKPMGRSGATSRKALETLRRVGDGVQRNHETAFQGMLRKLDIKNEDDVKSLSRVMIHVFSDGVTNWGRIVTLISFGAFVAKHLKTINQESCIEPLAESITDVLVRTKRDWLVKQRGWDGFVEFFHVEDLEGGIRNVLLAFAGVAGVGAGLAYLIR
Pf gametocyte: kills late stage P. falciparum gametocytes; P. falciparum stage V gametocytes, ATP luminescence, 24 h; inhibition, % at 10.9 µM; actives 0.065% (n = 150,000); AID 743093;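 active means inhibition above the mean plus 3 SD of compounds within the control limits, set per campaign, cut at about 38% in these data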;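 further: 0% = DMSO wells and 100% = medium only without gametocytes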
Mcl1 Noxa PPI: Mcl-1/Noxa interaction inhibition; TR-FRET Mcl-1/Noxa peptide binding, 2 h; inhibition, % at 21.7 µM; actives 1.5% (n = 220,000); Q07820;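 active means compounds that cut the protein-peptide binding signal by more than 50% relative to plate controls in a single-dose test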;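 further: His-tagged Mcl-1 with rhodamine Noxa BH3 peptide and terbium anti-His antibody; 0% = Mcl-1 plus Noxa peptide wells and 100% = peptide-only wells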
The depositor's hits bear a star. A portion of the library, so the mix of outcomes need not match the whole.

SMILES	Avidin fluor	Mcl1 Bid PPI	Pf gametocyte	Mcl1 Noxa PPI
S=C1NCN(CCc2ccccc2)CN1Cc1ccccc1	10	-10	-10	8
CCCCC1=CC2=C(c3ccco3)C(=O)C(C)(OC(=O)c3ccc(OC)cc3)C(=O)C2=CN1C(CO)CO (stereo not drawn)	6	-123	-20	14
Cn1cnnc1Sc1ccc(/C=C(\CC(=O)O)c2nc3ccccc3s2)cc1[N+](=O)[O-]	6	-10	14	25
Cc1cccc(N2CCN(Cc3nc(C4CC4)no3)CC2)n1	6	-17	14	-2
Cc1ccc(-c2c[n+](CC(=O)Nc3ccccc3C)c3n2CCC3)cc1	12	7	14	13
Cc1ccc(S(=O)(=O)N(C)C)cc1NC(=O)Nc1ccccc1	7	-3	-21	-11
CCOC(=O)CSc1nnc(Cn2nnc3ccccc32)n1-c1ccc(F)cc1	7	-11	8	11
CN(/N=C/Cc1nnnn1-c1ccc(Cl)cc1)c1ccccc1	6	-23	-18	6
O=c1cc(CSCc2ccc(Cl)cc2)[nH]c(=O)[nH]1	7	5	-3	13
O=C(Nc1cccc(Cl)c1)Nc1cccc(C(=O)O)c1	8	1	12	2
CCCCc1ccc(NC(=O)c2ccc(N(C)S(C)(=O)=O)cc2)cc1	6	-5	-7	16
O=C(C1CCCCC1)N1CCN(c2ccnc3cc(Cl)ccc23)CC1	4	3	-4	11
COc1ccc(-c2ccc([C@H]3[C@@H]4C=CCC[C@@]4(C)C(=O)N3Cc3ccccc3)c(F)c2)cc1	8	-30	6	-1
O=C(C1=NN[C@@H]2C(=O)N(c3ccccc3C(F)(F)F)C(=O)[C@H]12)c1cnccn1	6	-42	10	-12
CCn1c(NC(=O)C(C)C)c(-c2cccs2)c(=O)c2ccccc21	10	15	-2	-1
CCn1cc(C(=O)NCC(C)C)c(=O)c2cc(F)c(N3CCN(C)CC3)cc21	6	-13	-7	1
CCOC(=O)Cn1c(=O)oc2cc(S(=O)(=O)N(C)c3cccc(C)c3)ccc21	8	-6	6	-5
CC1CCN(C2CCN(C(=O)c3ccccc3F)CC2)CC1	7	12	7	21
O=C(N/N=C/c1ccc(-c2ccc(Cl)c(C(=O)O)c2)o1)c1cc2c(ccc3ccccc32)o1	7	96*	8	110*
O=C(O)CCN1C(=O)/C(=C\c2cccc(OCC(=O)Nc3ccc(Cl)cc3)c2)SC1=S	6	-12	-39	36
COc1ccc(/C=C2/SC(=S)N(c3ccc(S(=O)(=O)Nc4nccs4)cc3)C2=O)cc1	7	-61	7	101*
Cc1ccc(C(C(=O)NC2CCCC2)N(Cc2ccc3c(c2)OCO3)C(=O)c2snc(C(N)=O)c2N)cc1 (stereo not drawn)	10	-29	9	-15
CCn1c(O)c(C=NCc2ccccc2)sc1=S	8	-15	11	-24
CC(=O)N1CCN(Cc2nc3cc(NC(=O)c4cccc(Br)c4)ccc3n2C)CC1	6	-12	-8	-4
c1ccc(-c2ccc(CN3C[C@@H]4C(c5ccccc5)C5(c6cccnc6)CC4(C5)[C@H]3c3ccccc3)cc2)cc1 (stereo partly drawn)	7	-72	-17	-14
O=S(=O)(c1ccccc1Oc1ccc(Cl)cc1Cl)N1CCCCC1	4	3	-10	-2
Cc1ccc2nc(-c3ccc(NC(=O)CSc4nc(N)cc(=O)[nH]4)cc3)sc2c1	8	53*	-19	32
N/C(CCS(=O)(=O)c1ccc(Cl)cc1)=N\OC(=O)c1ccccc1C(F)(F)F	3	-1	10	-6
CCCc1cc(=O)[nH]c(SCC(=O)NC2CCCc3ccccc32)n1 (stereo not drawn)	13	6	2	13
Cc1nc(CS(=O)(=O)c2ccccn2)sc1C(=O)NNC(=O)c1ccccc1	10	-11	-9	16

Shown bar-delimited: entries from further up
smiles | Avidin fluor | Mcl1 Bid PPI | Pf gametocyte | Mcl1 Noxa PPI
COc1ccc(/C=C2/SC(=S)N(c3ccc(S(=O)(=O)Nc4nccs4)cc3)C2=O)cc1 | 7 | -61 | 7 | 101*
Cc1ccc(C(C(=O)NC2CCCC2)N(Cc2ccc3c(c2)OCO3)C(=O)c2snc(C(N)=O)c2N)cc1 (stereo not drawn) | 10 | -29 | 9 | -15

Next records
SMILES	Avidin fluor	Mcl1 Bid PPI	Pf gametocyte	Mcl1 Noxa PPI
O=[N+]([O-])c1cccc(-c2noc(-c3cccs3)n2)c1	6	-26	6	-10
O=C(O)c1cc(N/N=C/C=C/c2ccccc2[N+](=O)[O-])ccc1Cl	2	-1	3	13
CCSc1nnc(NC(=O)c2cc(-c3ccccc3O)n[nH]2)s1	6	-63	-4	-29
CCOC(=O)N1CCN(c2c(N3CCN(c4ccc(F)cc4)CC3)c(=O)c2=O)CC1	6	-52	-2	23
O=S1(=O)NC(=NCC(c2ccco2)N2CCCCC2)c2ccccc21 (stereo not drawn)	7	-16	-16	6
CS/C(N)=N/C(=S)Nc1cccc(Cl)c1	3	-24	8	0
Cc1cc(C)nc(NS(=O)(=O)c2ccc(NS(=O)(=O)c3ccsc3)cc2)n1	7	9	10	-9
Cc1ccc(N2C(=O)CC3(CCCC3)CC2=O)cc1	8	2	-3	3
CC(C)Sc1nnc([C@H](Cc2ccccc2)NC(=O)OC(C)(C)C)o1	6	-15	-2	-3
CC(=O)Nc1ccc2nc3ccccc3nc2c1	5	-35	-12	-1
COc1ccc(NC(=O)CSc2nc(O)cc(=O)[nH]2)c(OC)c1	10	-52	-7	22
CCOC(=O)C1CCCN(c2c(NCCc3ccc(Cl)cc3)c(=O)c2=O)C1 (stereo not drawn)	5	-28	16	9
CC(C)CCC(CCN1CCCC1)c1ccc2c(c1)OCO2 (stereo not drawn)	6	6	0	75*
CCOC(=O)C1C(=O)OC(C)(C)C1C(CC)C(=O)c1c(C)cc(C)cc1C (stereo not drawn)	5	-8	8	-14
COC(=O)CSc1nc2cc(OC)ccc2n1C	4	20	-29	12
CCCCOc1ccc(C2CCC(C(C)=O)C(C)C2)cc1 (stereo not drawn)	8	-6	-4	6
Cc1cccc(NNC(=O)C(=O)NNc2cccc(C)c2)c1	3	-16	6	-7
COCCCNC(=O)CCc1c(C)nc2c(-c3ccc(F)cc3)c(C)nn2c1C	3	-15	6	4
Cc1cc(=O)[nH]c(SCC(=O)Nc2ccc(C)c(S(=O)(=O)N3CCCCC3)c2)n1	9	-68	-1	10
Cc1cc(C)nc(Nc2n[nH]c(-c3ccccc3N)n2)n1	8	-25	17	18
COCc1cc(=O)[nH]c(-c2csc(C)n2)n1	2	-48	-20	-14
O=c1c2ccccc2c(-c2ccccc2)nn1-c1cc(Cl)cc(Cl)c1	6	-9	-10	-48
Cc1cc(C)n2nc(C(=O)Nc3cccc(S(=O)(=O)N4CCCC4)c3)nc2n1	7	-31	0	-3
CC(C)CCc1noc(CN2CCN(CC(=O)NC(C)C)CC2)n1	5	-27	-19	19
CC1=C[C@H]2OC(=O)[C@@H](C)[C@H]2C[C@@H]2[C@H]1C[C@@H](O)[C@@]2(C)O	11	-29	19	2
CN(C(=O)CC1C(=O)NCCN1CC1CCCCC1)C1CCOCC1 (stereo not drawn)	3	-53	-3	0
CCCOc1ccc(N2C(=O)CC(N(CCCO)C(=O)CC)C2=O)cc1 (stereo not drawn)	6	0	-6	1
CCOCCCNC(=O)c1c[nH]c2ccc(OCC)cc2c1=O	6	-13	16	12
Cc1cc(O)c(-c2cc(C(=O)Nc3cccnc3)[nH]n2)cc1C	5	-7	1	12
COCCn1c(-c2ccc(Br)cc2)nc2oc3cc(OC)ccc3c(=O)c2c1=O	7	35	11	13
COc1ccc(/C=C/c2nnc(NC(=O)C(C)C)s2)cc1	8	-41	-17	12
Cc1ccc(S(=O)(=O)C2(C(=O)NCc3ccccc3Cl)CC2)cc1	9	-4	-9	6
COc1ccc(CCNC2=NCCS2)cc1OC	2	3	7	11
Cc1cc(NC(=O)c2cc(-c3ccc(O)cc3)on2)no1	3	-76	-2	10
O=C(Nc1ccccc1)N1CCNCC1	5	-11	15	-3
C/C(=N/NC(=O)c1ccccn1)c1c[nH]c2ccccc12	5	-8	11	21
O=C(NCCc1nc2ccccc2[nH]1)/C(=C/c1ccc(F)cc1)NC(=O)c1ccco1	8	-18	-11	4
CCC(=O)c1ccc(OCC(=O)Nc2ccc3nc(C)sc3c2)cc1	7	-21	11	0
O=S(=O)(NC1CCN(Cc2ccccc2)CC1)c1ccc(Cl)cc1	14	-9	-22	8
CCO[C@@H]1OC(C(N)=O)=C[C@H](C2CCCCC2)[C@H]1CCCO	8	-37	10	3
O=C(N/N=C/c1ccc[nH]1)c1ccccc1OCc1ccc(F)cc1	13	-34	12	-2
O=C(Cc1ccccc1Cl)Nc1nc2ccccc2[nH]1	6	-4	-6	18
CC(=O)c1ccc(N/N=C2/CCCNC2=O)cc1	4	-8	7	-10
CC(C)(C)NC(=O)C(=O)NC(=O)c1c(F)cccc1Cl	6	-5	-16	1
C/C=C(/C)C(=O)Nc1cccc(C2=NOC3(C2)C[C@@H](C(N)=O)N(C(=O)c2ccc(OC)cc2)C3)c1 (stereo partly drawn)	14	4	2	-4
NC(=O)c1ccc(/C(N)=N/S(=O)(=O)c2cc(C(F)(F)F)cc(C(F)(F)F)c2)cc1	7	-3	-11	21
COc1ccc(Oc2ccc(C(F)(F)F)cc2NC(=O)c2ccc(C)cc2)cc1	9	-14	14	11
CNC(=O)CCCCC(=O)N/N=C/c1ccc(Cl)cc1Cl	7	-19	-37	-6
Cc1ccc(C(=O)Cn2nnc(-c3cccs3)n2)cc1	7	-21	16	-25
CCCCCCCN1C=CC(=O)CC1	10	-146	-11	8

Mcl1 Noxa PPI, entries above that show a hit.
| SMILES | Avidin fluor | Mcl1 Bid PPI | Mcl1 Noxa PPI |
| --- | --- | --- | --- |
| O=C(N/N=C/c1ccc(-c2ccc(Cl)c(C(=O)O)c2)o1)c1cc2c(ccc3ccccc32)o1 | 7 | 96* | 110* |
| COc1ccc(/C=C2/SC(=S)N(c3ccc(S(=O)(=O)Nc4nccs4)cc3)C2=O)cc1 | 7 | -61 | 101* |
| CC(C)CCC(CCN1CCCC1)c1ccc2c(c1)OCO2 (stereo not drawn) | 6 | 6 | 75* |

The list continues.
SMILES	Avidin fluor	Mcl1 Bid PPI	Pf gametocyte	Mcl1 Noxa PPI
CCOC(=O)Cc1csc(NC(=O)Nc2ccc(C)cc2)n1	8	9	-16	-21
NC(=O)c1c(NC(=O)Cn2nc(C(=O)O)c3ccccc3c2=O)sc2c1CCC2	13	22	-21	30
CC(=O)Nc1ccc(C(=O)N2CC(=O)NC(=O)C2)cc1	12	-9	4	-15
Brc1ccc(C2=Nn3c(Cn4nnc5ccccc54)nnc3SC2)cc1	5	-1	15	-8
O=C(O)c1cccc(NC(=S)NC(NC(=O)c2cccc([N+](=O)[O-])c2)C(Cl)(Cl)Cl)c1 (stereo not drawn)	11	-72	-7	-72
CC1=NN(S(=O)(=O)c2ccc(Cl)cc2Cl)C(=O)c2ccccc2O1	8	-56	2	5
CNC(=O)c1nc(C)c(C2(C)CC(c3cccc([N+](=O)[O-])c3)=NO2)s1 (stereo not drawn)	9	-25	-7	-8
Cc1ccc(NC(=O)C(C)NC(=O)OCc2ccccc2)cc1C (stereo not drawn)	7	-1	21	10
Cc1ccc(C(=O)Nc2nn(C)c3cccc(F)c23)cc1	8	-7	-3	-8
CC(C)(C)OC(=O)N1CCC(CNC(=O)c2cccs2)CC1	7	-35	9	5
Cc1ccc(NNC(=O)CCc2ccccc2)c(C)c1	6	-16	-20	7
O=C(COc1cccnc1[N+](=O)[O-])Nc1ccc(Cl)c(S(=O)(=O)N2CCOCC2)c1	6	-13	3	14
O=C(CN=C1NS(=O)(=O)c2ccccc21)OCC(=O)c1ccccc1	3	-31	13	-19
COc1ccc(Nc2oc(-c3ccc(OC)cc3)nc2C#N)cc1	8	-22	12	0
C/C(CC(=O)Nc1ccc(C)c(Cl)c1)=N\NC(=O)Cc1cccs1	9	-20	-15	7
COC(=O)c1cc(N=Nc2c(C)[nH]c3ccccc23)cc(C(=O)OC)c1	9	13	-1	12
Cc1ccc(S(=O)(=O)N(Cc2cc3ccccc3[nH]c2=O)c2cccc(C)c2)cc1	7	-14	2	1
Cc1ccsc1/C=N/Nc1ccc(Cl)nn1	7	-23	0	-4
O=C(c1ncc[nH]1)c1cccs1	4	29	0	-11
COc1ccc(-n2c(=S)[nH]c3sc(-c4ccccc4)cc3c2=O)c(OC)c1	6	-160	7	-105
Cc1cc(C)nc(NC(=O)c2cccs2)n1	10	-19	13	-5
CC(C)(C)c1ccc(N2C(=O)CC(C/C=C/c3ccccc3)C2=O)cc1 (stereo not drawn)	7	-10	13	-25
C[C@H](NC(=O)OCc1ccccc1)C(=O)NNC(=O)[C@H](C)NC(=O)OCc1ccccc1	10	-30	2	0
COc1ccc(C(=O)O)cc1S(=O)(=O)N(CCc1ccccc1)Cc1ccccc1	5	-4	8	-1
COCc1cc(=O)oc2cc(NS(=O)(=O)c3ccc(C)cc3)ccc12	8	29	-27	31
Cc1ccc(-n2cc(CN3CCNC(=O)CC3)c(-c3ccc(F)cc3)n2)cc1	4	-14	-21	28
CCOc1ccc(N/C(N)=N/c2nc(CSc3nnnn3-c3ccccc3)cc(=O)[nH]2)cc1	5	18	-19	23
COc1ncnc2c1oc1nc(C)c3c(c12)CC(C)(C)OC3	3	-8	-4	8

Profiles, looked up by structure. Values in the order: Avidin fluor	Mcl1 Bid PPI	Pf gametocyte	Mcl1 Noxa PPI
`CC(C)(C)c1ccc(N2C(=O)CC(C/C=C/c3ccccc3)C2=O)cc1` (stereo not drawn) across the screens: 7	-10	13	-25
`COCc1cc(=O)oc2cc(NS(=O)(=O)c3ccc(C)cc3)ccc12` across the screens: 8	29	-27	31
